M1 ag parental: counter-screen for M1 agonists: effect in parental CHO-K1 cells; Fluo-8 calcium fluorescence; scaled to maximal ATP response, vehicle zero; activation, % at 3 µM; 360,000 compounds, 0.48% hits; AID 602248, 2012; in the data active = activation above about 15%;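 note: untransfected CHO-K1 host cells lacking M1 receptor as counterscreen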
CHRM5 antagonist: human M5 muscarinic receptor antagonists, primary screen, CHO cells, Fluo-8 calcium fluorescence; Muscarinic acetylcholine receptor M5 (Homo sapiens), P08912; CHO-hM5 cells, ACh EC80; inhibition, % at 3 µM; 360,000 compounds, 0.59% hits; AID 624040, 2012;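 active = inhibition above a per-plate cutoff, the mean of that plate's test compounds plus 3 SD, cut at about 27% in these data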;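 note: 0% = acetylcholine EC80 with DMSO and 100% = DMSO without agonist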
Target sequence (P08912 whole entry, looked up): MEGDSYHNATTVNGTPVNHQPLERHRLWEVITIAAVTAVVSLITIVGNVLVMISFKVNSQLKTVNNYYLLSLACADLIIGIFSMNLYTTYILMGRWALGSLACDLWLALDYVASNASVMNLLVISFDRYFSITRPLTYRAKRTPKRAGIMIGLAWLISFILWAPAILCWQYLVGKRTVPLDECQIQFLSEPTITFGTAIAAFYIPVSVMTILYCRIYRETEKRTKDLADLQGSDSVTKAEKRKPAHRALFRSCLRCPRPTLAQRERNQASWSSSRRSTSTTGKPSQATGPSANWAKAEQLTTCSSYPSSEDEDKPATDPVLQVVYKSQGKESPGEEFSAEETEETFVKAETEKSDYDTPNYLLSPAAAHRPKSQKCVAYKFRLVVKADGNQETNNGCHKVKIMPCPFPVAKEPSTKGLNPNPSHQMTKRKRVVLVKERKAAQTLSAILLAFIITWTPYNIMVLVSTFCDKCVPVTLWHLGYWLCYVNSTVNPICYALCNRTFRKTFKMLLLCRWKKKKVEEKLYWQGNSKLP
CHO-K1 Ca antag: M1 antagonist counterscreen hit in parental CHO-K1 cells | ATP-induced calcium, Fluo-8 fluorescence | inhibition, % at 3 µM | 360,000 compounds, 0.6% hits;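 active = inhibition above a per-plate cutoff, the plate's mean sample inhibition plus 3 SD, cut at about 24% in these data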;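 note: 0% = DMSO plus EC80 ATP and 100% = DMSO alone without ATP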
M5 PAM: human M5 muscarinic receptor positive allosteric modulators, primary screen, CHO-K1 cells, Fluo-8 calcium fluorescence; CHO-K1 hM5, ACh EC20 PAM; 0% = ACh EC20, 100% = ACh EC100; Muscarinic acetylcholine receptor M5 (Homo sapiens), P08912; 360,000 compounds, 0.3% hits; activation, % at 3 µM;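 active = activation above the run cutoff, the mean activation of all test compounds plus 3 SD, cut at about 18% in these data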
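System – CHO-K1 hM5 cells · Compound – 3 µM, single dose · Incubation – compound preincubation 140 s before EC20 acetylcholine addition · Technique – Fluo-8 calcium fluorescence · Measure – Max/basal fluorescence ratio as % of EC20–EC100 ACh window · Benchmarks – low control EC20 acetylcholine (0%), high control EC100 acetylcholine (100%) · Replication – singlicate, one well per test compound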
M4 ag: human M4 muscarinic receptor agonists, primary screen, CHO-K1 cells, Fluo-8 calcium fluorescence | CHO-K1 hM4/Gqi5; vehicle 0%, full acetylcholine response 100% | 360,000 compounds, 0.14% hits | AID 624127, 2012 | activation, % at 3 µM;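 active = activation above the run mean over all test wells plus 3 SD, cut at about 32% in these data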;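 note: peak over basal fluorescence ratio per well then scaled between controls; 0% = DMSO wells and 100% = acetylcholine at EC100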
Target sequence (P08173 whole entry, looked up): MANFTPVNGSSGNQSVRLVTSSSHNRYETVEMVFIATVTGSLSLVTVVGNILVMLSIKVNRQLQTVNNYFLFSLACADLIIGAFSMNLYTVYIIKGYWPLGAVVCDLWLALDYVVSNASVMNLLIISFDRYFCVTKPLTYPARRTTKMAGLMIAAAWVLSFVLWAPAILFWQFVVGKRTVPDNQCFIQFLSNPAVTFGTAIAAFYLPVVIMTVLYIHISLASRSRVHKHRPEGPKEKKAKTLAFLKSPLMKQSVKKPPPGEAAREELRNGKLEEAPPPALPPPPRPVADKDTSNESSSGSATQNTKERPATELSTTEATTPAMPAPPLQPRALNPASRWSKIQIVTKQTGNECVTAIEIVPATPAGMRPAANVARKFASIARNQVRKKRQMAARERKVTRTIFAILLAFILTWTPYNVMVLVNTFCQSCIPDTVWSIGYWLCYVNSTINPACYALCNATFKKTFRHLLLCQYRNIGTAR
CHRM4 PAM: human M4 muscarinic receptor positive allosteric modulators, primary screen, CHO-K1 cells, Fluo-8 calcium fluorescence; Muscarinic acetylcholine receptor M4 (Homo sapiens), P08173; CHO-K1 hM4/Gqi5, ACh EC20; 0% = ACh EC20, 100% = maximal ACh; activation, % at 3 µM; 360,000 compounds, 0.4% hits;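 active = activation above its plate's cutoff, the mean activation of sample wells plus 3 SD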; note: some results filed as inactive read as strong as hits
CHO-K1 Ca PAM: nonselective calcium activators in parental CHO-K1 cells, primary screen, counter-screen for M1 PAM project, cell-based, Fluo-8 calcium fluorescence, full deck, 1536-well; ATP EC20; 0% at ATP EC20, 100% at ATP max; activation, % at 3 µM; 360,000 compounds, 0.02% hits;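 active = activation above the run cutoff, the mean activation of all test compounds plus 3 SD, cut at about 40% in these data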;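 note: peak over basal fluorescence ratio in a 140 s read after ATP addition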
M5 ag: human M5 muscarinic receptor agonists, primary screen, CHO-K1 cells, Fluo-8 calcium fluorescence. Muscarinic acetylcholine receptor M5 (Homo sapiens), P08912. CHO-K1 hM5 cells; 0% DMSO wells, 100% maximal acetylcholine response. activation, % at 3 µM. 360,000 compounds, 0.19% hits;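 active = activation above the run's mean over test compounds plus 3 SD, cut at about 23% in these data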;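 note: signal is peak over basal fluorescence ratio across the kinetic read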
CHRM4 antagonist: human M4 muscarinic receptor antagonists, primary screen, CHO cells, Fluo-8 calcium fluorescence. Muscarinic acetylcholine receptor M4 (Homo sapiens), P08173. CHO-hM4 cells, ACh EC80. inhibition, % at 3 µM. 360,000 compounds, 0.73% hits;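 active = inhibition above its plate's cutoff, the mean inhibition of sample wells plus 3 SD, cut at about 27% in these data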;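 note: 0% = acetylcholine EC80 with DMSO and 100% = DMSO without agonist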
Active calls of the source: *; & = joins results of further samples.

COc1cc(C(=O)Nc2ccc(NC(=O)c3ccco3)nc2)cc(OC)c1OC was read as M1 ag parental 0.5, CHRM5 antagonist 0, CHO-K1 Ca antag 3, M5 PAM -1, M4 ag 5, CHRM4 PAM 1, CHO-K1 Ca PAM -5, M5 ag 1 and CHRM4 antagonist -4.
For CC(=O)c1cccc(NC(=O)/C=C/c2ccc([N+](=O)[O-])s2)c1 the results were M1 ag parental 2.1, CHRM5 antagonist 10, CHO-K1 Ca antag -17, M5 PAM 3, M4 ag 1, CHRM4 PAM 0, CHO-K1 Ca PAM 22, M5 ag -2 and CHRM4 antagonist 9.
`CC(=O)c1cccc(NC(=O)c2ccc(N(C)S(C)(=O)=O)cc2)c1` gave M1 ag parental 0.6, CHRM5 antagonist 2, CHO-K1 Ca antag 3, M5 PAM -1, M4 ag 4, CHRM4 PAM 3, CHO-K1 Ca PAM 13, M5 ag -1 and CHRM4 antagonist -9.
`CCn1c(CCC(=O)Nc2ccccc2F)nnc1SCC(=O)Nc1ccc(OC)cc1` gave M1 ag parental 0.4, CHRM5 antagonist 10, CHO-K1 Ca antag -9, M5 PAM -7, M4 ag 2, CHRM4 PAM -6, CHO-K1 Ca PAM 9, M5 ag -6 and CHRM4 antagonist -5.
`Cc1nc(NC(=O)CN2CCC(O)(c3ccc(F)cc3)CC2)sc1C` gave M1 ag parental 0.0, CHRM5 antagonist 5, CHO-K1 Ca antag -16, M5 PAM -3, M4 ag 0, CHRM4 PAM -6, CHO-K1 Ca PAM 6, M5 ag -3 and CHRM4 antagonist -4.
For CN1CCN(Cc2c(O)ccc3c(=O)c(Oc4ccccc4Cl)c(C(F)(F)F)oc23)CC1 the results were M1 ag parental 0.2, CHRM5 antagonist -5, CHO-K1 Ca antag -2, M5 PAM -2, M4 ag 2, CHRM4 PAM -1, CHO-K1 Ca PAM 5, M5 ag 1 and CHRM4 antagonist -3.
Screening CC(C)NC(=O)C1CCN(C2CCN(Cc3nc(C(C)C)cs3)CC2)CC1 returned M1 ag parental 0.2, CHRM5 antagonist 6, CHO-K1 Ca antag -5, M5 PAM -2, M4 ag 0, CHRM4 PAM -10, CHO-K1 Ca PAM -4, M5 ag 0 and CHRM4 antagonist 7.
Screening Cc1ccc(OCCCN(C)C)c(Br)c1 returned M1 ag parental 0.4, CHRM5 antagonist -2, CHO-K1 Ca antag -14, M5 PAM 5, M4 ag 0, CHRM4 PAM 4, CHO-K1 Ca PAM 17, M5 ag -4 and CHRM4 antagonist 1.
CCC(C)Sc1ccc(-c2nc3ccc(C)cn3c2NCc2ccccc2)cc1 (centres undefined) was read as M1 ag parental 0.2&2.6, CHRM5 antagonist 19&11, CHO-K1 Ca antag -9&8, M5 PAM -23&-16, M4 ag 7&7, CHRM4 PAM -8&-9, CHO-K1 Ca PAM 2&-7, M5 ag 1&3 and CHRM4 antagonist 6&16.
For CN(Cc1nc(-c2cccnc2)no1)S(=O)(=O)c1ccccc1 the results were M1 ag parental 1.0, CHRM5 antagonist -6, CHO-K1 Ca antag -6, M5 PAM -2, M4 ag 1, CHRM4 PAM 9, CHO-K1 Ca PAM 18, M5 ag 0 and CHRM4 antagonist -10.
For COc1ccc(CNS(=O)(=O)c2ccc(S(=O)(=O)N3CCCCC3)cc2)cc1 the results were M1 ag parental 1.9, CHRM5 antagonist 11, CHO-K1 Ca antag -13, M5 PAM 1, M4 ag 0, CHRM4 PAM -1, CHO-K1 Ca PAM 22, M5 ag 0 and CHRM4 antagonist 10.
Screening Cc1c(/C=N/NC(=O)CNc2ccccc2)c2ccccn2c1C(=O)c1ccncc1 returned M1 ag parental 0.8, CHRM5 antagonist -10, CHO-K1 Ca antag -16, M5 PAM 6, M4 ag 2, CHRM4 PAM 16, CHO-K1 Ca PAM 3, M5 ag 3 and CHRM4 antagonist -3.

3 successive compounds already listed, quoted:
COc1cc(C(=O)Nc2ccc(NC(=O)c3ccco3)nc2)cc(OC)c1OC was read as M1 ag parental 0.5, CHRM5 antagonist 0, CHO-K1 Ca antag 3, M5 PAM -1, M4 ag 5, CHRM4 PAM 1, CHO-K1 Ca PAM -5, M5 ag 1 and CHRM4 antagonist -4.
For CC(=O)c1cccc(NC(=O)/C=C/c2ccc([N+](=O)[O-])s2)c1 the results were M1 ag parental 2.1, CHRM5 antagonist 10, CHO-K1 Ca antag -17, M5 PAM 3, M4 ag 1, CHRM4 PAM 0, CHO-K1 Ca PAM 22, M5 ag -2 and CHRM4 antagonist 9.
`CC(=O)c1cccc(NC(=O)c2ccc(N(C)S(C)(=O)=O)cc2)c1` gave M1 ag parental 0.6, CHRM5 antagonist 2, CHO-K1 Ca antag 3, M5 PAM -1, M4 ag 4, CHRM4 PAM 3, CHO-K1 Ca PAM 13, M5 ag -1 and CHRM4 antagonist -9.

Next structures
For COc1ccc(NC(=O)NCCCN2CCC(Cc3ccccc3)CC2)cc1 the results were M1 ag parental 1.1, CHRM5 antagonist 3, CHO-K1 Ca antag -1, M5 PAM -3, M4 ag 3, CHRM4 PAM -8, CHO-K1 Ca PAM -1, M5 ag -11 and CHRM4 antagonist -2.
`Cc1ccc(NC(=O)CSc2nnc(C3CCCCC3)n2N)cc1F` gave M1 ag parental -0.3, CHRM5 antagonist -6, CHO-K1 Ca antag -3, M5 PAM -1, M4 ag 2, CHRM4 PAM 1, CHO-K1 Ca PAM 4, M5 ag -1 and CHRM4 antagonist -10.
Cc1nn(C(=O)c2ccc3c(c2)OCO3)c(N)c1-c1ccccc1 was read as M1 ag parental 5.9, CHRM5 antagonist 8, CHO-K1 Ca antag -6, M5 PAM -8, M4 ag 16, CHRM4 PAM -3, CHO-K1 Ca PAM 21, M5 ag 2 and CHRM4 antagonist -7.
Cc1ccc(CNC(=O)Cc2noc3ccccc23)cc1 was read as M1 ag parental 0.1, CHRM5 antagonist 9, CHO-K1 Ca antag -11, M5 PAM 3, M4 ag 1, CHRM4 PAM -2, CHO-K1 Ca PAM 7, M5 ag 0 and CHRM4 antagonist -2.
COc1ccc(CC(=O)NCc2n[nH]c(=S)n2-c2cccc(Cl)c2)cc1 was read as M1 ag parental 0.2, CHRM5 antagonist 1, CHO-K1 Ca antag -15, M5 PAM 2, M4 ag 0, CHRM4 PAM -5, CHO-K1 Ca PAM 13, M5 ag 4 and CHRM4 antagonist 5.
COc1ccccc1NC(=O)CN(c1ccccc1C)S(C)(=O)=O was read as M1 ag parental 1.1, CHRM5 antagonist 9, CHO-K1 Ca antag -10, M5 PAM 5, M4 ag 0, CHRM4 PAM -3, CHO-K1 Ca PAM 23, M5 ag 1 and CHRM4 antagonist 2.
`CSc1cc(C)n(-c2ccccc2)c(=S)c1C(C)=O` gave M1 ag parental 0.7, CHRM5 antagonist 7, CHO-K1 Ca antag -3, M5 PAM -4, M4 ag 1, CHRM4 PAM 4, CHO-K1 Ca PAM 15, M5 ag 1 and CHRM4 antagonist 11.
`COc1ccc(C(O)c2ncc(-c3cccc(C(F)(F)F)c3)[nH]2)cc1F` (centres undefined) gave M1 ag parental 5.7, CHRM5 antagonist -4, CHO-K1 Ca antag -9, M5 PAM 8, M4 ag 7, CHRM4 PAM 8, CHO-K1 Ca PAM 30, M5 ag 5 and CHRM4 antagonist -2.
Nc1ccccc1Nc1ccccc1 was read as M1 ag parental 0.3, CHRM5 antagonist -2, CHO-K1 Ca antag -13, M5 PAM -6, M4 ag -1, CHRM4 PAM -14, CHO-K1 Ca PAM 19, M5 ag -10 and CHRM4 antagonist -12.
`CC1(C)Cc2c(sc3[nH]c(=O)n(CC(=O)NCC4CCCO4)c(=O)c23)CO1` (centres undefined) gave M1 ag parental 1.2, CHRM5 antagonist -7, CHO-K1 Ca antag -11, M5 PAM -1, M4 ag 1, CHRM4 PAM 3, CHO-K1 Ca PAM 0, M5 ag -2 and CHRM4 antagonist -8.
`CC(=O)c1cccc(NC(=O)CSc2nc(=O)n(CCN3CCOCC3)c3c2CCC3)c1` gave M1 ag parental 1.2, CHRM5 antagonist 1, CHO-K1 Ca antag 0, M5 PAM -6, M4 ag 6, CHRM4 PAM 8, CHO-K1 Ca PAM -11, M5 ag 1 and CHRM4 antagonist -18.
`CS(=O)(=O)c1ccc(Cl)c(NC(=O)COC(=O)CNC(=O)c2ccc(Br)o2)c1` gave M1 ag parental -0.1, CHRM5 antagonist -3, CHO-K1 Ca antag 7, M5 PAM -3, M4 ag 1, CHRM4 PAM -3, CHO-K1 Ca PAM -1, M5 ag -8 and CHRM4 antagonist 2.
Screening COc1ccccc1NC(=O)CCSc1nnc(-c2ccncc2)o1 returned M1 ag parental 0.9, CHRM5 antagonist 10, CHO-K1 Ca antag -16, M5 PAM -3, M4 ag 2, CHRM4 PAM -2, CHO-K1 Ca PAM -3, M5 ag -2 and CHRM4 antagonist -1.
Cc1cccc(OCC(=O)Nc2ccc(NC(=O)c3ccco3)cc2)c1 was read as M1 ag parental 3.4, CHRM5 antagonist 14, CHO-K1 Ca antag -6, M5 PAM -8, M4 ag 5, CHRM4 PAM -14, CHO-K1 Ca PAM -12, M5 ag -1 and CHRM4 antagonist 5.
`COc1ccccc1NC(=O)C(=O)N/N=C(\C)CC(=O)Nc1ccc(OCc2ccccc2)cc1` gave M1 ag parental 0.1, CHRM5 antagonist 0, CHO-K1 Ca antag -3, M5 PAM -7, M4 ag 1, CHRM4 PAM -2, CHO-K1 Ca PAM -3, M5 ag -1 and CHRM4 antagonist 1.
`Cc1ccc(-c2noc(CCC(=O)NCCCN3CCN(c4ccc(F)cc4)CC3)n2)cc1` gave M1 ag parental 11, CHRM5 antagonist 13, CHO-K1 Ca antag 1, M5 PAM -9, M4 ag 11, CHRM4 PAM -12, CHO-K1 Ca PAM 6, M5 ag 2 and CHRM4 antagonist 11.
For COc1ccc(C)cc1S(=O)(=O)N1CCCCCC1 the results were M1 ag parental 10, CHRM5 antagonist 12, CHO-K1 Ca antag 2, M5 PAM -5, M4 ag 0, CHRM4 PAM -10, CHO-K1 Ca PAM 21, M5 ag -9 and CHRM4 antagonist 3.
For CC(=O)Nc1ccc(NC(=O)CSc2nnc(-c3cccs3)n2N)cc1 the results were M1 ag parental 1.1, CHRM5 antagonist 2, CHO-K1 Ca antag -14, M5 PAM 4, M4 ag 0, CHRM4 PAM 0, CHO-K1 Ca PAM 1, M5 ag -3 and CHRM4 antagonist -10.
`CC(NC(=O)C1=CC=CN2CCS(=O)(=O)N=C12)c1ccc(Cl)cc1Cl` (centres undefined) gave M1 ag parental 1.1, CHRM5 antagonist 9, CHO-K1 Ca antag -14, M5 PAM 0, M4 ag 1, CHRM4 PAM 7, CHO-K1 Ca PAM 17, M5 ag 0 and CHRM4 antagonist -11.
`COc1cc2oc(=O)cc(CN3CCN(C(C)=O)CC3)c2cc1Cl` gave M1 ag parental 0.2, CHRM5 antagonist 19, CHO-K1 Ca antag -15, M5 PAM -2, M4 ag 0, CHRM4 PAM -3, CHO-K1 Ca PAM 9, M5 ag 0 and CHRM4 antagonist 5.

Source: PubChem BioAssay
